# Compound activity (PubChem)
# B2AR arrestin: agonists driving beta-arrestin recruitment to human beta2-adrenergic receptor | AID 492947 | P07550 | 330,000 compounds, 0.02% hits | Potency, µM (titrated, usually from 46.1 µM), without a hit: at the highest dose activation, actives largely listed as activators | beta-arrestin recruitment to beta2AR, cell-based reporter;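 note: potency is the fitted concentration of half-maximal effect; 0% = DMSO controls and full agonism = EC100 isoproterenol or metaproterenol; nearly all actives have a fitted effect of over 65% in size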
# KCNH2 WT inh: KCNH2 (human, wildtype) channel inhibition; Q12809; U2OS, BacMam KCNH2, thallium flux FluxOr; stronger effect = lower value; activity change, % at 1.84 µM; 340,000 compounds, 0.37% hits; AID 720551;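 active = maximum activity change below -70%; inconclusive = maximum activity change between -70% and -50%; inactive = maximum activity change above -50%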
#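 U2OS cells transduced with wild-type KCNH2 virus are loaded with FluxOr dye for 45 min, and thallium flux is measured in kinetic reads before and after stimulation buffer. Rate constants are normalized to DMSO controls.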
# uPA generation: inhibitors of cell surface uPA generation; 330,000 compounds, 0.31% hits; AID 540303; cell surface uPA generation assay, qHTS; Potency, µM (top dose mostly 38.3 µM), for the others: at the top dose activity change, negative = inhibition, actives largely listed as inhibitors; active = well fitted inhibition curve with a large enough effect; inconclusive = small, poorly fitted or top-dose-only effect; inactive = no such curve, though single readings can be large or run the other way; tested in mouse RAW 264.7 cells; note: potency is the fitted concentration of half-maximal effect; nearly all actives have a fitted effect of over 55% in size
# Giardia kill: kills Giardia lamblia; 340,000 compounds, 0.15% hits; Giardia lamblia trophozoite viability; activity change, % at 7.66 µM, hits read low; in the data active = activity change below about -80%; inconclusive = between about -30% and that limit;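 note: parasites exposed to compound for two days anaerobically before the ATP read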
#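 Luminescence from cellular ATP indicates surviving trophozoites (100 cells/well) following 48 hrs anaerobic compound treatment at 37 deg C; signal develops 15-30 min at room temperature.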
# GALK inh: galactokinase (human) inhibition. Potency, µM (doses to about 57.5 µM), without a hit: at the highest dose activity change, negative = inhibition, actives largely listed as inhibitors. Purified GALK, Kinase-Glo residual ATP luminescence. AID 1868. P51570. 270,000 compounds, 0.007% hits; note: potency is the fitted concentration of half-maximal effect
# Target sequence (P51570 whole entry, looked up): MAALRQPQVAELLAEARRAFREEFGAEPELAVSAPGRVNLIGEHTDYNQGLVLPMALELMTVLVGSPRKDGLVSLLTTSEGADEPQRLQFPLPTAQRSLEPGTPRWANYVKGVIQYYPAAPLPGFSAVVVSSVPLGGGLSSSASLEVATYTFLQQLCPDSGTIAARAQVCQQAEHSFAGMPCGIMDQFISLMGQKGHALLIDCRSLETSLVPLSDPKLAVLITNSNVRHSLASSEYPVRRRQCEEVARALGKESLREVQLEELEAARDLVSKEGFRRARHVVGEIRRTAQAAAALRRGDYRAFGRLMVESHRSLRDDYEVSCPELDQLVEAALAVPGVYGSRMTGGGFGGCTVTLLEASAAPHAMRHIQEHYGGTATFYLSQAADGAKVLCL
#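 Kinase-Glo Plus luminescence measured ATP left after a 1 h room-temperature reaction. The reaction used 5 nM GALK, 100 uM galactose and 35 uM ATP at pH 8.0 (20 mM HEPES, 5 mM MgCl2, 60 mM NaCl, 1 mM DTT, 0.01% BSA).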
# Eya2 inh: blocks the phosphatase activity of human Eya2; 330,000 compounds, 0.006% hits; recombinant Eya2, OMFP fluorescence dephosphorylation (OMFP is methylfluorescein phosphate); Potency, µM (highest dose often 76.9 µM), for inactives: top-dose activity, negative = inhibition, actives largely listed as inhibitors; note: potency is the fitted concentration of half-maximal effect
# Target sequence (O00167 whole entry, looked up): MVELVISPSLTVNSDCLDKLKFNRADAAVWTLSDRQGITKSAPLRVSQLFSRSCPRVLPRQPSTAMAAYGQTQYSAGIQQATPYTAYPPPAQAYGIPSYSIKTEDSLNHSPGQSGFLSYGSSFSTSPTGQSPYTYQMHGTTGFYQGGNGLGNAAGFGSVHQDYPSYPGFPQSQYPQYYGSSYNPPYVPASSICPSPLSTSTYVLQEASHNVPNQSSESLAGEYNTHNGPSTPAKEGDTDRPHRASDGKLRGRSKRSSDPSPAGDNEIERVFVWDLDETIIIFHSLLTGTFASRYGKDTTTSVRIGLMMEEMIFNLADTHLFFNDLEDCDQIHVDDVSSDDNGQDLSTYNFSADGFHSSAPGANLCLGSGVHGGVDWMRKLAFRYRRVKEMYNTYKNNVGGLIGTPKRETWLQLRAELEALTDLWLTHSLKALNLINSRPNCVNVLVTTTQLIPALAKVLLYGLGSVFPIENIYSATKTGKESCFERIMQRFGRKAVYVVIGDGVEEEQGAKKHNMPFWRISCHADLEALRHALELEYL
#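 Eya2 (0.2 uM) preincubated 10 min at ambient with compound, then OMFP substrate added at 50 uM; 10 min reaction in 50 mM HEPES pH 7.5, 50 mM NaCl, 5 uM MgCl2, 0.05% BSA, 1 mM DTT. Fluorescence read at Ex 485/Em 525 nm.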
# KCNH2 3.1 inh: inhibitors of human KCNH2 3.1 potassium channel isoform. U2OS KCNH2 3.1, thallium flux FluxOr; stronger effect = lower value. activity change, % (tested at about 1.8 µM). 340,000 compounds, 0.95% hits;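 active = maximum activity change below -70%; inconclusive = maximum activity change from -70% to -50%; inactive = maximum activity change above -50%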;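 note: thallium influx rate constant from kinetic fluorescence after stimulation buffer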
#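 FluxOr-based Tl+ influx in U2OS cells transduced with KCNH2 3.1 virus; rate constants normalized to DMSO controls.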
# PKM2 activator: PKM2 (human) enzyme activation. P14618. purified PKM2, Kinase-Glo ATP luminescence, activation; response scale: 0% is enzyme alone, no compound. Potency, µM (titrated, usually from 57.5 µM), for the others: top-dose activation, usual class: activators. 260,000 compounds, 0.34% hits. AID 1631; note: potency is the fitted concentration of half-maximal effect; nearly all actives have a fitted effect of over 55% in size
#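 ATP formation by purified human PK-M2, quantified via coupled luciferase luminescence after 1 h at room temperature with 0.1 mM ADP and 0.5 mM PEP final.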
# FBPA coupling cs: inhibits coupling enzyme system, counter-screen for aldolase hits; coupling enzyme system counterscreen, AmpLite Red fluorescence; activity change, negative = inhibition, % at 58.2 µM, hits read low; 290,000 compounds, 0.67% hits; AID 2472; in the data active = activity change below about -30%
#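 Fluorescence at 525 nm excitation and 598 nm emission measured inhibition of the coupled detection system without aldolase. Compounds (at 57.5 uM final) were preincubated 10 min at room temperature with coupling enzyme reagent before a 20 min substrate/AmpLite Red step.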
# USP2a block: USP2a (human) protease inhibition. O75604. 330,000 compounds, 0.01% hits. USP2 core, Ub-CHOP2 coupled fluorogenic reporter, 485/531. Potency, µM (doses to about 38.3 µM), inactives show at the highest dose activity change, negative = inhibition, usual class: inhibitors;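 note: potency is the fitted concentration of half-maximal effect; plate controls were DMSO wells for no effect and full inhibition by NEM control for full effect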
#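 Deubiquitinase activity read as fluorescence (485/531 nm) after Ub-CHOP2 cleavage activates the enterokinase reporter on its substrate; USP2 core 10nM, Ub-CHOP2 and substrate 25nM each, 30min compound preincubation then 60min RT; data normalized to NEM, curves fitted.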
# Chronic BCR inh: chronic active BCR signaling inhibition. Potency, µM (titrated, usually from 46.1 µM), without a hit: top-dose ratio change, negative = lower green/red ratio, actives largely listed as inhibitors. ABC-DLBCL IkBa-CBG/CBR reporter, luminescence ratio, 4 h. 340,000 compounds, 0.05% hits; active = well fitted inhibition curve with a large enough effect in the signal ratio, with a control signal flat, not every such curve was filed as active; inconclusive = small, poorly fitted or top-dose-only effect, or effect the other way, or a change in a side signal; the % refers to the signal ratio;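 note: potency is the fitted concentration of half-maximal effect; plate controls were basal doxycycline-induced cells for no effect and cells given 10 µM MG132 for full effect; MG132 reads +100%, hits lower the ratio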
#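 Doxycycline induced both beetle luciferases in TMD8 lymphoma cells; IKK-driven degradation limits the IkappaBalpha-fused green signal, while red luminescence normalises for cell number and nonspecific effects. Compounds tested up to 46 uM, 4 hrs.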
# Starred values were filed as active, the others as inactive; i = inactive; ? = inconclusive; . = no result given; & = joins results of further samples; [ ] = dose if it differs, or a comment. Unless noted, calls come from the whole dose curve; as a rule, active = well fitted curve in the direction sought with a large enough effect; inconclusive = small, poorly fitted or top-dose-only effect, or another doubt; inactive = no such curve, though single readings can be large; an effect the other way counts as inactive or inconclusive. Unless noted, % is set by controls: 0 for no effect and ±100 for the full control effect.
SMILES,B2AR arrestin,KCNH2 WT inh,uPA generation,Giardia kill,GALK inh,Eya2 inh,KCNH2 3.1 inh,PKM2 activator,FBPA coupling cs,USP2a block,Chronic BCR inh
CCOC(=O)C(=O)Nc1ccc(S(=O)(=O)Nc2nccs2)cc1,2.1%,-4,15%,-1,-5%,0%,-1,2%,3,0%,?
COc1ccc(CCNC(=O)CSc2ccc(-c3cccs3)nn2)cc1OC,0.3%,-10,-10%,0,0%,4%,-1,5%,1,-2%,-14%
Cc1ccc(-c2cccc(C3CC=CC4C3C(=O)N(Cc3ccccc3)C4c3ccc(C(F)(F)F)cc3)c2)cc1 (configuration not stated),-0.9%,-3,12%,-24&-1,5%,-8%,0,-3%,2&2,6%,1%
CS(=O)(=O)c1ccc(Oc2ccc(-c3nnco3)cc2)c([N+](=O)[O-])c1,0.1%,-3,-5%,-16,4%,6%,23,8%,0,2%,-26%
CC(C)Cn1c(CN2CCCCC2C)nc2c1c(=O)n(C)c(=O)n2C (configuration not stated),-0.9%,-4,-6%,-22,0%,-21%,-7,6%,3,0%,7%
O=C(NCC1CCCN1S(=O)(=O)c1cccs1)C(=O)Nc1ccc(F)cc1F (configuration not stated),-0.4%,-8,-1%,2,.,11%,-3,.,.,-4%,?
Cc1cccc(Nc2nnc(SC3CCOC3=O)s2)c1C (configuration not stated),-0.2%,-6,1%,-2,11%,15%,-3,.,2,1%,-1%
CCCN1CCN(C(=S)Nc2ccc(S(N)(=O)=O)cc2)CC1,-1.0%,32,5%,-9,-1%,9%,-13,0%,2,2%,0%
Cc1sc2cc(-c3cccc([N+](=O)[O-])c3)c(-c3cccc([N+](=O)[O-])c3)c[n+]2c1C,-0.6%,3,-2%,12,4%,0%,30,7%,-1,2%,-2%
CN(C)c1ccc(C(=O)NCc2ccc3c(c2)OCO3)cc1,-1.3%,-20,10%,-9,.,4%,0,-2%,-1,1%,2%
Cc1cc(-c2cccc([N+](=O)[O-])c2)nc2ccccc12,-0.1%,2,-3%,4,0%,-18%,-9,-5%,-2,2%,?
CCCCOc1cc(C(=O)NCCN(CC)CC)c2ccccc2n1,0.2%&7.1%,48&12,?,-12&4,0%&0%,-2%&-19%,-12&-21,-8%&0%,1&1&1&3,2%&9%,?
COCC(C)n1c(C)cc(C(=O)CN2C(=O)NC3(CCCCC3C)C2=O)c1C (configuration not stated),-2.6%,-1,0%,-1,7%,4%,-12,0%,3,0%,-1%
O=C(COC(=O)c1ccc(Cl)nc1)NCCC1=CCCCC1,0.0%,-1,7%,-2,8%,-8%,2,-5%,1,-1%,-2%
CCc1ccc(NC(=O)CCc2nc3cccnc3n2Cc2ccc(OC)cc2)cc1,0.4%,-1,-3%,-6,-1%,-26%,-9,2%,-1,2%,-12%
O=C1CN(C(=O)c2ccccn2)c2ccccc2N1,-0.1%,7,-1%,2,2%,-5%,10,-2%,-4,4%,6%
COc1ccccc1NC(=O)C1CCN(C(=O)C2CC(=O)N(c3ccc(C)cc3)C2)CC1 (configuration not stated),-0.5%,-10,-2%,17,-1%,-19%,10,.,0,1%,-1%
CC1CC(C)CN(C(=O)COC(=O)c2ccc3c(c2)C(=O)N(Cc2ccco2)C3=O)C1 (configuration not stated),-0.1%,5,5%,-10,.,-15%,2,.,.,1%,-1%
Clc1ccc(SCCn2cncn2)cc1,-0.1%,-7,-2%,9,-1%,-17%,3,1%,-3,7%,4%
CN(CC(=O)NCc1ccccn1)S(=O)(=O)c1cc(Cl)ccc1Cl,0.0%,18,1%,14,.,-1%,-29,.,.,1%,-13%

# Profiles from above. Order of screens: B2AR arrestin | KCNH2 WT inh | uPA generation | Giardia kill | GALK inh | Eya2 inh | KCNH2 3.1 inh | PKM2 activator | FBPA coupling cs | USP2a block | Chronic BCR inh
# Profile of Cc1cccc(Nc2nnc(SC3CCOC3=O)s2)c1C (configuration not stated) → -0.2% | -6 | 1% | -2 | 11% | 15% | -3 | . | 2 | 1% | -1%
# Profile of CC1CC(C)CN(C(=O)COC(=O)c2ccc3c(c2)C(=O)N(Cc2ccco2)C3=O)C1 (configuration not stated) → -0.1% | 5 | 5% | -10 | . | -15% | 2 | . | . | 1% | -1%
# Profile of COc1ccccc1NC(=O)C1CCN(C(=O)C2CC(=O)N(c3ccc(C)cc3)C2)CC1 (configuration not stated) → -0.5% | -10 | -2% | 17 | -1% | -19% | 10 | . | 0 | 1% | -1%
# Profile of CCCN1CCN(C(=S)Nc2ccc(S(N)(=O)=O)cc2)CC1 → -1.0% | 32 | 5% | -9 | -1% | 9% | -13 | 0% | 2 | 2% | 0%

# Next section
SMILES,B2AR arrestin,KCNH2 WT inh,uPA generation,Giardia kill,GALK inh,Eya2 inh,KCNH2 3.1 inh,PKM2 activator,FBPA coupling cs,USP2a block,Chronic BCR inh
Cn1cccc1Cc1nnc(SCC(=O)Nc2ccc(F)cc2)n1CCc1ccccc1,-0.4%,9,6%,3,-1%,-1%,1,1%,2,0%,-5%
OCCN1CCN(c2cc(C(F)(F)F)nc3c(F)cccc23)CC1,0.1%,3,8%,-6,2%,13%,-5,-14%,1,0%,-3%
COc1ccc(Nc2nc(NCCCN3CCOCC3)nc(N)c2[N+](=O)[O-])cc1,-0.6%,0,16%,1,1%,-5%,-2,1%,2,5%,-20%
Cc1ccc(OCC(=O)N(Cc2ccccc2)C2CCS(=O)(=O)C2)c([N+](=O)[O-])n1 (configuration not stated),-0.1%,-5,-3%,1,0%,-5%,0,4%,3,2%,-30%
CCCCOC(=O)Cn1c(=O)n(CC(=O)OCCCC)c2ccccc21,-0.6%,0,5%,5,-1%,-16%,-8,1%,-3,-1%,5%
COC(=O)c1ccc(OCC(=O)c2ccccc2)cc1,0.1%,7,-1%,35[activator],-1%,12%,16,-2%,3,1%,?
CCOC(=O)CSc1nc(-c2ccncc2)ccc1C#N,-0.7%,-5,-9%,-22,0%,14%,-5,0%,2,1%,2%
O=C(NNC(=O)C1CCCN(c2ncccn2)C1)c1ccncc1 (configuration not stated),0.3%,.,5%,-9,5%,8%,-6,-9%,1,1%,0%
CC(=O)c1ccc(OCc2cc(C(=O)N(C)Cc3ccon3)no2)cc1,0.4%,-19,7%,25,-2%,7%,8,0%,.,1%,-5%
COC(=O)c1ccccc1NC(=O)Nc1ccc(C(=O)N2CCCC2)cc1,-0.1%,6,.,2,0%,3%,16,-11%,0,-1%,3%
CCOC(=O)c1sc(NCc2ccco2)c(-c2nc3ccccc3s2)c1N,-0.5%,-6,15%,6,3%,4%[15.4 µM],2,-5%,0,-6%,2%
CCc1nc(SCC(=O)c2ccccc2)c2ccccc2n1,-0.6%,-2,-7%,14,2%,0%,6,-9%,-4,0%,?
CCN(CC)CC(C)CNC(=O)C1(O)c2ccccc2NC(=O)N1c1ccc(Cl)c(Cl)c1 (configuration not stated),0.4%,1,-2%,-7,0%,9%,29,.,-1,9%,?
Cc1cccc(OCCC(=O)Nc2ccc(F)c(F)c2)c1,-0.1%,-3,18%,-5,0%,-5%,1,4%,-12,-1%,?
O=C(Nc1cccc(O)c1)C1CCCN1C(=O)OCc1ccccc1 (configuration not stated),-0.1%,-3,-6%,-5,1%,-10%,5,-2%,0,-1%,-6%
COc1cc(C2NC(=O)NC(C)=C2C(=O)OCC2CCCO2)cc(OC)c1OC (configuration not stated),-0.6%,i,5%,-5,-4%,4%,-11,4%,1,7%,0%
CN1c2ccsc2C(O)=C(C(=S)Nc2ccccc2)S1(=O)=O,-0.1%,2,1%,7,-4%,10%,-38,-6%,7,4%,?
COc1ccc2c(c1OC)C(=O)N1c3ccccc3N=C(c3ccc([N+](=O)[O-])cc3)CC21 (configuration not stated),2.5%,1,-3%,?,0%,-21%,-12,9%,-10,-3%,5%
CCC(=O)N1CCN=C1SCc1ccccc1,0.2%,1,-15%,12,1%,-8%,20,9%,2,-2%,-6%
COCCNC(C(=O)Nc1ccc([N+](=O)[O-])cc1Br)c1ccccc1 (configuration not stated),-0.6%,3,-5%,0,3%,-17%,7,?,0,-4%,-3%
Cc1c(C(=O)CN2CCN(c3ccccc3)CC2)c2ccccc2n1C,-0.5%,?,1%,-10,.,1%,-10,.,0,-6%,-8%
